Compound activity as filed in PubChem.
BRCA1 expr up: qHTS Assay to Identify Small Molecule Activators of BRCA1 Expression; MCF7-BRCA1-FFLuc reporter, luminescence, 48 h; response scale: scaled: vehicle 0%, 10 µM genistein 100%; Potency, µM (top dose mostly 46.1 µM), inactives show at the highest dose activation, hits mostly activators; 380,000 tested, 1.1% active; note: nearly all actives have a fitted effect of over 80% in size; some results filed as inactive show a strong effect at the top dose
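MCF7 cells carrying a BRCA1-firefly luciferase reporter (2000 cells/well, phenol-red free MEM) were attached for 2 h at 37 °C, then given compounds for 48 h. Luminescence was read 15 min after luciferase reagent; activity normalized to genistein (10 microM) and DMSO.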
MLL CXXC-DNA inh: qHTS Fluorescence Polarization Assay for Inhibitors of MLL CXXC domain - DNA interaction. Potency, µM (highest dose often 115 µM), inactives show at the top dose activity change, negative = inhibition, most hits filed as inhibitors. 290,000 tested, 0.037% active. Histone-lysine N-methyltransferase 2A (Homo sapiens), Q03164. MLL-CXXC / FITC-HOXA9 DNA fluorescence polarization. AID 2662, 2010; active = well fitted inhibition curve with a large enough effect in the polarisation, with a control signal flat, not every such curve was filed as active; inconclusive = small, poorly fitted or top-dose-only effect, or effect the other way, or a change in a side signal; inactive = no such curve, though single readings can be large or run the other way; the % refers to the polarisation
Target sequence (Q03164 whole entry, looked up, the tested form may be a part): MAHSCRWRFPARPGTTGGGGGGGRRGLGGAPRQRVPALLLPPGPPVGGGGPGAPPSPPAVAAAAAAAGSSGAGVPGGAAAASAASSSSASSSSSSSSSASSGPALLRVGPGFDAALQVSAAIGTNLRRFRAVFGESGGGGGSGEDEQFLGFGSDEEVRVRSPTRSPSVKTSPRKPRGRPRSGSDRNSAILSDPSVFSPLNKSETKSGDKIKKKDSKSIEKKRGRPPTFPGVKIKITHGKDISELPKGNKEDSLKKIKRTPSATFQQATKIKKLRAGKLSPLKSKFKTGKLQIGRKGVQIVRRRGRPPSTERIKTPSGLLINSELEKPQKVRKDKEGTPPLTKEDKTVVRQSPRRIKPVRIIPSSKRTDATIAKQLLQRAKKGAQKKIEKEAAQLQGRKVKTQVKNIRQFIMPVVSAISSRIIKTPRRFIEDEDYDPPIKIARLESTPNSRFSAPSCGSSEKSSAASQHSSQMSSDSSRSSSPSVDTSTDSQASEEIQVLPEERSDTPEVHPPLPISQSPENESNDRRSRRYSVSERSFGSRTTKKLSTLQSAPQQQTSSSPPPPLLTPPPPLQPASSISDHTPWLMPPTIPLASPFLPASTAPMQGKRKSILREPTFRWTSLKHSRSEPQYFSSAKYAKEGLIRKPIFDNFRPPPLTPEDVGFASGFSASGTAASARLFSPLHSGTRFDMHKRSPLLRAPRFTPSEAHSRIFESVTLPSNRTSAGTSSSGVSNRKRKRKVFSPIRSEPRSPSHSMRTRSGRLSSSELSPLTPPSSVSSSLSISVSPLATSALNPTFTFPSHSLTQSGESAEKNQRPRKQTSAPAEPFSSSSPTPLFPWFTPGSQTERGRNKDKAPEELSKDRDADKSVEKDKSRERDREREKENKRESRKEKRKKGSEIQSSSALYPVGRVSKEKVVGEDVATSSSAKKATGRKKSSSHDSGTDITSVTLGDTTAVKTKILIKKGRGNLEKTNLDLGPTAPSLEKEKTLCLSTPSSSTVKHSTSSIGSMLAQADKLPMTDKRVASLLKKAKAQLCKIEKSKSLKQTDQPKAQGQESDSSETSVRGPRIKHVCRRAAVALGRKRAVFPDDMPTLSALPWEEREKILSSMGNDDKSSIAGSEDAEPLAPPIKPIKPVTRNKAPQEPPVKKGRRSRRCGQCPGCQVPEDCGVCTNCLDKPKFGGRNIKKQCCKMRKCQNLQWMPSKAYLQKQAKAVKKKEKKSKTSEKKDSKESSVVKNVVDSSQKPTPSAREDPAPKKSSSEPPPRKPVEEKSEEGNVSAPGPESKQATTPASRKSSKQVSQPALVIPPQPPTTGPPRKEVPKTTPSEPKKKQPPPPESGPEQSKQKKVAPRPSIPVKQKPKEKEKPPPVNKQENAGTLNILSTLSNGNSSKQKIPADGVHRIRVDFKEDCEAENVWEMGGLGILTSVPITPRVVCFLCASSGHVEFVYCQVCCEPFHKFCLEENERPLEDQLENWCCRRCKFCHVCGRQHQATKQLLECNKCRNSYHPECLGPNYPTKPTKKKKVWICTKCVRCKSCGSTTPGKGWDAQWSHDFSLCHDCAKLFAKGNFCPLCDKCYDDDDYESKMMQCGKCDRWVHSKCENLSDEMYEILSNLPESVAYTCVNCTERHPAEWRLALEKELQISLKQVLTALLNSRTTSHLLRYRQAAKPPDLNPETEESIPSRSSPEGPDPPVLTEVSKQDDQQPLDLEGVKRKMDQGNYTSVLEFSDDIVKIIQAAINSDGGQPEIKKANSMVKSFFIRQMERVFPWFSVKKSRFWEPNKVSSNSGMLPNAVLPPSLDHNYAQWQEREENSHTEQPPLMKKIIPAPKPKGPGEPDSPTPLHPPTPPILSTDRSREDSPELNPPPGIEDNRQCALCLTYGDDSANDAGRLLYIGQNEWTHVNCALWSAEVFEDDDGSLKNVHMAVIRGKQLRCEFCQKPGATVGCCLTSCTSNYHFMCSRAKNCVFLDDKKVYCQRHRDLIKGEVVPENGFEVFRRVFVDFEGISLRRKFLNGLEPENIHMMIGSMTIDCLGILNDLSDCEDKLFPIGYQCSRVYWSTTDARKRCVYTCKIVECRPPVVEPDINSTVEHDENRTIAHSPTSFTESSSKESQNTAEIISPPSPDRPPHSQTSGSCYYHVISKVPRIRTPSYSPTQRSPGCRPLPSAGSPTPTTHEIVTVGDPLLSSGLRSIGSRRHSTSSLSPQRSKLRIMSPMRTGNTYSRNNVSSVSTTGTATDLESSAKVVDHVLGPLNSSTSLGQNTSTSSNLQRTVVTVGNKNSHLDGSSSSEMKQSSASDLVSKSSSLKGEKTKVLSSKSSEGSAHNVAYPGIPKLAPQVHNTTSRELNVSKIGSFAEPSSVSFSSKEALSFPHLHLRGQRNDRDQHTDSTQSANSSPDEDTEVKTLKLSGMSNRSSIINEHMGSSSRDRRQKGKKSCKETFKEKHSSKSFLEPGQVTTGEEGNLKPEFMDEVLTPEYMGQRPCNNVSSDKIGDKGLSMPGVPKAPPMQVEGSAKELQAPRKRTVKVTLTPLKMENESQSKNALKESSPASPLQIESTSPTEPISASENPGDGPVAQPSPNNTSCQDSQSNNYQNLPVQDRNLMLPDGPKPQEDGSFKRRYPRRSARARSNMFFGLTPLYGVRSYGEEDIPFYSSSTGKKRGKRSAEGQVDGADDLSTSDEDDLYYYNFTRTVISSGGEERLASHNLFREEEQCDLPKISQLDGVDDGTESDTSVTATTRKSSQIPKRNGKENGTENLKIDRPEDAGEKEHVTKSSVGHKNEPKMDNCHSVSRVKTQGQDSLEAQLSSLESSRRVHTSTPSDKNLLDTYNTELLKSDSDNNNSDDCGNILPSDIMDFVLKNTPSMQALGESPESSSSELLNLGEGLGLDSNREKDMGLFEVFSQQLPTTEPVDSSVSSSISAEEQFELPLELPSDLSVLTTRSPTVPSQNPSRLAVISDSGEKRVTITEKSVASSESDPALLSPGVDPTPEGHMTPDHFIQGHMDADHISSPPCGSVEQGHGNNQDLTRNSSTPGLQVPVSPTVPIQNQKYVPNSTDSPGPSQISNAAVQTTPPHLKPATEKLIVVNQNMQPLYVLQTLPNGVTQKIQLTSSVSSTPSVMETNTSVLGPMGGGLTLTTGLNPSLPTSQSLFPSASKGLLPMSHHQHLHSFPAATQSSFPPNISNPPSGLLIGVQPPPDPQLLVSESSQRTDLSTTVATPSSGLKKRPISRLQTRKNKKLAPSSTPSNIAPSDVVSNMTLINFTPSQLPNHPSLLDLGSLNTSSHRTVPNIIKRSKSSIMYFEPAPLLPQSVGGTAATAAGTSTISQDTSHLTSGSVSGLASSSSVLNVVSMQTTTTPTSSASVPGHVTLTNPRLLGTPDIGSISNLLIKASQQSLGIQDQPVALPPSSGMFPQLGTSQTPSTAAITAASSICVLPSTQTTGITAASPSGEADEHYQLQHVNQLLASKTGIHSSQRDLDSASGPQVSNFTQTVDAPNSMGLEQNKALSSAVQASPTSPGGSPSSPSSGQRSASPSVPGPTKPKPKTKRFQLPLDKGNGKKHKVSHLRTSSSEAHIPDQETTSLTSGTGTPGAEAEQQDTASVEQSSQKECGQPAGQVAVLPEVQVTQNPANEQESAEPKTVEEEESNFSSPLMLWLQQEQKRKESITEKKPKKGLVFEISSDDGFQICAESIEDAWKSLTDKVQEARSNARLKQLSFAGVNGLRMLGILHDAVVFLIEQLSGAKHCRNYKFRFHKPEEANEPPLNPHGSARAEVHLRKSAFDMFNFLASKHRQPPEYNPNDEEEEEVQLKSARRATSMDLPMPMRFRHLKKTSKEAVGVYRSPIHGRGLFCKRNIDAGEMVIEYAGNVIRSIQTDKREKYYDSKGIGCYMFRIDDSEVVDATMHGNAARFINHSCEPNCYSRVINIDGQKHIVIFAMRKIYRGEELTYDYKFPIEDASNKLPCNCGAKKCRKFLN
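Fluorescence polarization: 7 uM MLL-CXXC (stock) preincubated 5 min with compounds, then 50 nM fluorescein-HOX-A9 DNA (stock) added; 30 min ambient. Buffer 50 mM Tris-HCl pH 7.5, 50 mM NaCl, 1 mM DTT, 0.05% BSA.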
RORgamma inh: qHTS for inhibitors of ROR gamma transcriptional activity; Potency, µM (highest dose often 53.6 µM), for inactives: at the highest dose activity change, negative = inhibition, hits mostly inhibitors; Nuclear receptor ROR-gamma (Mus musculus), P51450; Drosophila S2 Gal4-RORgamma UAS-luciferase reporter, 20 h; 310,000 tested, 5.4% active; note: % is set by controls: 0 for no effect and ±100 for the full control effect; nearly all actives have a fitted effect of over 60% in size
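In this cell-based reporter format, copper sulfate (700 uM final) drives Gal4–ROR gamma fusion expression from a metallothionein promoter in Drosophila Schneider cells; compounds preincubated 1 hr, reporter read after 20 hr at ambient temperature.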
MBNL1 CUG block: qHTS Assay for Inhibitors of MBNL1-poly(CUG) RNA binding. Muscleblind-like protein 1 (Homo sapiens), Q9NR56. 280,000 tested, 0.036% active. Potency, µM (series often up to 57.5 µM), inactives show top-dose activity change, negative = inhibition, most hits filed as inhibitors. TR-FRET MBNL1-His/biotin-(CUG)12 binding, 665/545 ratio; active = well fitted inhibition curve with a large enough effect in the signal ratio, with a control signal flat, not every such curve was filed as active; inconclusive = small, poorly fitted or top-dose-only effect, or effect the other way, or a change in a side signal; inactive = no such curve, though single readings can be large or run the other way; the % refers to the signal ratio; note: % is set by controls: 0 for no effect and ±100 for the full control effect
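TR-FRET readout: Ex 340 nm, 665/545 nm emission ratio, normalized to buffer-only (basal) and MBNL1-(CUG)12 controls. Complex of MBNL1-His with Biotin-(CUG)12, compounds 92 nM–58 uM, incubated 60 min at room temperature.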
ELG1 genotox: qHTS screen for small molecules that induce genotoxicity in human embryonic kidney (HEK293T) cells expressing luciferase-tagged ELG1; HEK293T ELG1-luciferase reporter, luminescence, 16 h; Potency, µM (top dose mostly 46 µM), without a hit: top-dose activity change, positive = activation, actives largely listed as activators; 330,000 tested, 1.3% active; AID 504466, 2011; note: % of control where 0% means no effect; nearly all actives have a fitted effect of over 60% in size
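Genotoxicity was scored as increased ELG1-luciferase reporter signal, measured by ONE-Glo luminescence (30 min, room temperature). Compound or vehicle exposure of the HEK293T reporter cells lasted 16 hr at 37°C.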
Rab9 promoter act: qHTS Assay for Rab9 Promoter Activators | Huh7 Rab9 promoter-luciferase reporter, luminescence, 24 h | Potency, µM (top dose mostly 9.22 µM), without a hit: top-dose activation, negative = inhibition, actives largely listed as activators | 320,000 tested, 2.8% active | AID 485297, 2010; note: % of control where 0% means no effect; nearly all actives have a fitted effect of over 60% in size
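Cell-based reporter: Huh7 stable for Rab9 promoter-driven luciferase, plated in reduced-serum medium with 10% FBS at 1500 cells/well, compound-treated 24 h at 37 °C, luminescence read after 10 min reagent.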
NPC1 promoter act: qHTS Assay for NPC1 Promoter Activators | Huh7 NPC1 promoter luciferase reporter, 24 h | Potency, µM (doses to about 9.22 µM), inactives show at the top dose activation, most hits filed as activators | 320,000 tested, 2.4% active;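 note: % of control where 0% means no effect; nearly all actives have a fitted effect of over 60% in size; reporter is driven by a mutant NPC1 promoter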
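Compounds in DMSO were transferred onto Huh7 NPC1-luciferase reporter cells pre-incubated 2 h; after 24 h at 37 °C, Amplite reagent was dispensed and luminescence recorded 10 min later.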
uPA surface inh: qHTS for Inhibitors of Cell Surface uPA Generation; 330,000 tested, 0.31% active; Potency, µM (highest dose often 38.3 µM), inactives show at the top dose activity change, negative = inhibition, actives largely listed as inhibitors; AID 540303, 2011; cell surface uPA generation assay, qHTS; active = well fitted inhibition curve with a large enough effect; inconclusive = small, poorly fitted or top-dose-only effect; inactive = no such curve, though single readings can be large or run the other way; tested in mouse RAW 264.7 cells; note: % is set by controls: 0 for no effect and ±100 for the full control effect; nearly all actives have a fitted effect of over 55% in size
p53 reactivation: qHTS assay for re-activators of p53 using a Luc reporter. H1299 p53-A138V BP100-luciferase reporter, luminescence, 24 h. Potency, µM (series often up to 92.2 µM), for the others: top-dose activity change, positive = activation, hits mostly activators. 320,000 tested, 0.063% active; note: % of control where 0% means no effect; nearly all actives have a fitted effect of over 45% in size
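H1299 (p53-null), stable ts p53-A138V + BP100-Luc; 1000 cells/well, Opti-MEM/10% FBS; cpd 4 pt, 1:5; 24 h, 37 deg C, 5% CO2; detection reagent 10 min RT; luminescence.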
FLuc counter: qHTS profiling assay for firefly luciferase inhibitor/activator using purifed enzyme and Km concentrations of substrates (counterscreen for miR-21 project) | purified FLuc, Km substrates, luminescence inhibition | Potency, µM (highest dose often 57.5 µM), for inactives: at the top dose activity change, negative = inhibition, usual class: inhibitors | 360,000 tested, 6.9% active | AID 588342, 2011;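 note: plate controls were vehicle for no effect and reference inhibitor for full effect; nearly all actives have a fitted effect of over 55% in size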
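Purified P. pyralis luciferase (10nM final) with 10uM D-luciferin and 10uM ATP (Km levels) in 50mM Tris acetate pH 7.5, 10mM Mg acetate, 0.01% Tween-20, 0.05% BSA; qHTS 6-point titration, ~60 µM downward; luminescence read.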
VP16 counter: VP16 counterscreen qHTS for inhibitors of ROR gamma transcriptional activity. Potency, µM (series often up to 53.6 µM), for the others: at the top dose activity, negative = inhibition, hits mostly inhibitors. AID 2546, 2010. 310,000 tested, 3.5% active. Drosophila S2 Gal4-VP16 UAS-luciferase, luminescence, 20 h;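 note: Gal4-VP16 expression switched on by copper sulfate through the metallothionein promoter; % is set by controls: 0 for no effect and ±100 for the full control effect; nearly all actives have a fitted effect of over 50% in size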
* = called active by the depositor; i = inactive; ? = inconclusive; nt = no result given; [ ] = remark or other dose. Unless noted, calls come from the whole dose curve; as a rule, active = well fitted curve in the direction sought with a large enough effect; inconclusive = small, poorly fitted or top-dose-only effect, or another doubt; inactive = no such curve, though single readings can be large; an effect the other way counts as inactive or inconclusive. Potency is the fitted concentration of half-maximal effect. Some of the compounds tested; rates above refer to the full screens.

mol	BRCA1 expr up	MLL CXXC-DNA inh	RORgamma inh	MBNL1 CUG block	ELG1 genotox	Rab9 promoter act	NPC1 promoter act	uPA surface inh	p53 reactivation	FLuc counter	VP16 counter
CCc1ccc2[nH]c(=O)c(CN(CCN3CCOCC3)C(=O)Nc3ccccc3F)cc2c1	-14%	2%	36%	1%	-3%	4%	-4%	-2%	1%	-11%	19%
CN=c1scc(-c2ccc([N+](=O)[O-])cc2)n1/N=C/c1ccco1	117%	-1%	-21%	?	?	0.4µM*	?	-3%	4%	?	3%
COc1ccccc1Oc1cn[nH]c1-c1ccc(OCC(=O)NN)cc1O	-19%	1%	-26%	1%	-5%	-7%	7%	-12%	-2%	6%	-1%
Cc1cc(NC(=O)/C=C/c2ccc(F)cc2)n(-c2nc3ccccc3[nH]2)n1	19%	i	1.3µM*	-6%	16%	29%	?	5%	20%	?	1µM*
CC(=O)Nc1ccc(CN2CCCC(CO)(Cc3cccc(Cl)c3)C2)cc1 (stereo not given)	-22%	12%	2%	-16%	3%	1%	0%	7%	-4%	-1%	-5%
O=C(NC1CCCC1)C(c1ccccc1F)N(C(=O)c1csnn1)c1ccccc1 (stereo not given)	-3%	-9%	8%	-4%	-4%	0%	1%	6%	-10%	0%	-4%
Cc1ccc(C(=O)/C=C/c2c(C)nn(-c3ccccc3)c2Cl)cc1	-13%	-2%	-6%	-1%	10%	?	13%	-7%	?	6µM*	14%
CC(C(=O)NCCS(=O)(=O)c1ccc(Cl)cc1)S(=O)(=O)c1ccc(Cl)cc1 (stereo not given)	0%	11%	41%	nt	-7%	1%	7%	0%	-3%	2%	5%
COc1ccccc1/C=N/NC(=O)CCn1cnc2ccccc21	0%	-2%	?	?	4%	-2%	-5%	8%	-10%	-1%	-5%
CCCCc1ccc(-c2csc(/C(C#N)=C\c3ccco3)n2)cc1	10µM*	11%	37%	-17%	1%	-1%	-1%	0%	16%	-23%	-1%
CCCc1cc(=O)oc2cc(OCC(=O)NCCCN3CCOCC3)c(Cl)cc12	22%	1%	2%	-2%	8%	-2%	-1%	-1%	25%	0%	-4%
O=C(Nc1ccccc1-c1nc2ccccc2[nH]c1=O)c1cccs1	-40%	3%	11%	?	-1%	2%	-2%	1%	-3%	-3%	4%
O=C(CCl)NCCNC(=O)c1cc(OCC(F)(F)F)ccc1OCC(F)(F)F	-16%	1%	14%	-4%	-9%	-29%	-5%	-9%	-12%	4%	-7%
CCCCn1c(N)c(N(CC(C)C)C(=O)CC(NC(=O)c2ccccc2)c2ccccc2)c(=O)[nH]c1=O (stereo not given)	2%	nt	nt	nt	0%	-4%	-1%	-3%	-2%	-1%	nt
COC(=O)c1cc(C(=O)OC)n(Cc2ccc(F)cc2)c1C	1%	-29%	-6%	-5%	5%	0%	-2%	8%	-5%	-1%	-12%
COC(=O)Cn1c(=NC(=O)c2ccc(Cl)s2)sc2cc(F)ccc21	10%	14%	23%	91%[activator]	8%	30%	24%	4%	2%	?	-2%
CSc1ccccc1NC(=O)CN1CCN(S(=O)(=O)c2ccccc2[N+](=O)[O-])CC1	-1%	nt	nt	nt	1%	-15%	-1%	0%	-3%	2%	nt
CCCCCCC(=O)O	3%	nt	-21%	nt	5%	nt	nt	6%	11%	nt	-20%
CC(C)CNC(=O)C(=O)NCC1CCCN1S(=O)(=O)c1cccs1 (stereo not given)	24%	nt	nt	nt	3%	-5%	0%	1%	-9%	2%	nt
Cc1ccc(CN(C)CC(=O)Nc2ccccc2C(=O)NC2CC2)o1	0%	nt	nt	nt	0%	-8%	4%	-3%	-12%	nt	nt
C=CCn1cnc2scc(-c3ccccc3)c2c1=O	-24%	11%	16%	-6%	-1%	-1%	-2%	-6%	-4%	4%	-1%
COc1ccc(C2C(C(=O)c3ccco3)=C(O)C(=O)N2CCCn2ccnc2)c(OC)c1 (stereo not given)	1%	18%	-7%	17%	2%	2%	1%	18%	5%	-2%	9%
O=c1[nH]c2ccccc2s1	22%	2%	17%	0%	0%	-4%	1%	3%	-2%	-1%	1%
Cc1cc(S(=O)(=O)N2CCCCC2CCNC(=O)C(=O)NC2CC2)ccc1F (stereo not given)	-7%	nt	nt	nt	4%	1%	-1%	-2%	-3%	3%	nt
N#CC1=C(N)N2C(=C(C#N)C1c1cccc(Br)c1)Nc1ccccc12 (stereo not given)	-70%	-1%	?	3%	-12%	-24%	-14%	1%	-6%	0%	13µM*

Already shown: 3 of the compounds above.
mol	BRCA1 expr up	MLL CXXC-DNA inh	RORgamma inh	MBNL1 CUG block	ELG1 genotox	Rab9 promoter act	NPC1 promoter act	uPA surface inh	p53 reactivation	FLuc counter	VP16 counter
O=c1[nH]c2ccccc2s1	22%	2%	17%	0%	0%	-4%	1%	3%	-2%	-1%	1%
Cc1cc(S(=O)(=O)N2CCCCC2CCNC(=O)C(=O)NC2CC2)ccc1F (stereo not given)	-7%	nt	nt	nt	4%	1%	-1%	-2%	-3%	3%	nt
N#CC1=C(N)N2C(=C(C#N)C1c1cccc(Br)c1)Nc1ccccc12 (stereo not given)	-70%	-1%	?	3%	-12%	-24%	-14%	1%	-6%	0%	13µM*

Going on with the list.
mol	BRCA1 expr up	MLL CXXC-DNA inh	RORgamma inh	MBNL1 CUG block	ELG1 genotox	Rab9 promoter act	NPC1 promoter act	uPA surface inh	p53 reactivation	FLuc counter	VP16 counter
CCOc1cc(C)ccc1OCc1nnc(SCC(=O)Nc2cccc(C(=O)O)c2)n1-c1ccccc1	-10%	?	-3%	-14%	-4%	-1%	-2%	3%	nt	1%	0%
Nc1nc(N)c(N=Nc2ccc(Cl)cc2)c(=O)[nH]1	72%	0%	-12%	nt	0%	3%	-3%	-24%	6%	-13%	-14%
Cc1ccc(OCCn2c(=O)n(C)c3ccccc32)cc1	?	2%	39%	2%	?	2.8µM*	3.2µM*	-8%	11%	11µM*	-8%
COc1ccc(NC(=O)c2ccc(-c3ccc(C(C)=O)cc3)o2)cn1	42%	nt	nt	nt	1%	?	?	-8%	?	-10%	nt
COc1ccc(C2c3c(oc4ccccc4c3=O)C(=O)N2CC2CCCO2)cc1 (stereo not given)	-1%	7%	-1%	-10%	1%	7%	9%	-2%	2%	-2%	-4%
COc1ccccc1N(CC(=O)NCc1ccco1)C(=O)CCC(=O)Nc1ccccn1	-10%	5%	35%	-4%	-6%	-8%	-1%	-3%	-2%	0%	19%
Cc1ccc(NC(=O)COC(=O)c2ccc(Cl)cc2)cc1S(=O)(=O)N(C)C	-7%	3%	13%	-2%	4%	-4%	-5%	1%	2%	-12%	9%
CCc1nnc(NS(=O)(=O)c2ccc(NC(=O)CCC(=O)O)cc2)s1	-5%	-21%	-10%	-15%	-1%	-1%	-2%	-19%	3%	-3%	4%
O=C1c2ccccc2NC(c2ccccc2F)N1NS(=O)(=O)c1ccccc1 (stereo not given)	2%	-2%	10%	-12%	1%	10%	1%	-3%	-7%	2%	1%
COc1c2n(C)ccc3c-2n(c(=O)c1=O)c1ccccc31	41%	nt	nt	nt	-7%	3%	1%	-6%	-1%	-1%	nt
Cc1cc(C)cc(NC(=O)COc2coc(CN3CCN(c4ccccc4)CC3)cc2=O)c1	-23%	nt	nt	nt	0%	-10%	-6%	7%	-3%	1%	nt
